# Screening results as filed in PubChem.
# APOBEC3A inh: inhibitors of human APOBEC3A DNA deaminase. actives 0.41% (n = 330,000). inhibition, % at 20 µM. P31941. recombinant A3A, FAM/TAMRA ssDNA deamination fluorescence;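 active = at least 40% inhibition at 20 µM here, with at most 30% in a related deaminase screen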;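 note: plate controls were A3A with DMSO for no effect and wells lacking A3A enzyme for full effect; some results filed as inactive read as strong as hits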
# Target sequence (P31941 whole entry, looked up): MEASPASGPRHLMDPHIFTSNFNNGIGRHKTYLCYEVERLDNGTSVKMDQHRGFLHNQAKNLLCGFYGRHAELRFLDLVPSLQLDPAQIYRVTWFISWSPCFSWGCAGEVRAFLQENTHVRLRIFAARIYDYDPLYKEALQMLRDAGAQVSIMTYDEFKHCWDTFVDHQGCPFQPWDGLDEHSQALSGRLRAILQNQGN
# ATG4B inhibitor: ATG4B (human) cysteine protease inhibition | Q9Y4P1 | ATG4B cleavage of LC3-PLA2, NBD-HPC fluorescence, 1 h | inhibition, % at 8.33 µM | actives 0.51% (n = 340,000) | AID 504462; in the data active = inhibition above about 40%
# mIAP inh: blocks mouse intestinal alkaline phosphatase. actives 0.2% (n = 330,000). inhibition, % at 10 µM. AID 2806. purified mouse IAP, CDP-Star luminescence, 30 min;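 active = inhibition of at least 40% at 10 µM in the primary screen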;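 note: plate controls were DMSO with enzyme for no effect and no enzyme wells for full effect; values of inactives mirror those of a sister screen read the other way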
# hIAP activ: increases human intestinal alkaline phosphatase activity | P09923 | purified human IAP, CDP-Star luminescence, 30 min; hits give high values; 1 = vehicle-only enzyme, 0 = enzyme-free background | activation factor at 10 µM | actives 0.16% (n = 330,000);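 active = activation factor of the enzyme at least 2-fold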; note: the source names both 10 and 20 µM as test concentration; values of inactives mirror those of a sister screen read the other way
# Target sequence (P09923 whole entry, looked up): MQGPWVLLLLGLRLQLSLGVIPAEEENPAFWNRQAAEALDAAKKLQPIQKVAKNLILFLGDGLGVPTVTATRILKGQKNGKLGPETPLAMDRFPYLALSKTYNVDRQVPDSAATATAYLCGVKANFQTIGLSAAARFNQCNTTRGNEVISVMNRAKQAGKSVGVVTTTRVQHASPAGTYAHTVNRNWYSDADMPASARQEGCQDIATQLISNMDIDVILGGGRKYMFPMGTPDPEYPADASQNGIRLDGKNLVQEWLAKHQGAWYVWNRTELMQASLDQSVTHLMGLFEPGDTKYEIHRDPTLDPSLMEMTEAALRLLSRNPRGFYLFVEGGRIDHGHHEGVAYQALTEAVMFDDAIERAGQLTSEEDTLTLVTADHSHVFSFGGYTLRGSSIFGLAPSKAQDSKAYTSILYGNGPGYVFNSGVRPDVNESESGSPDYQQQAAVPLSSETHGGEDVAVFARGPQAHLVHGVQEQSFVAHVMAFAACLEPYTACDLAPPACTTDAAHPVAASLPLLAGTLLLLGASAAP
# MPTP block: permeability transition pore inhibition | isolated mouse mitochondria, Ca2+ swelling absorbance, 30 min | inhibition, % at 10 µM | actives 1.4% (n = 360,000) | AID 602449;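 active = inhibition of 50% or more, scaled per plate between neutral and stimulator controls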;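 note: 0% = DMSO wells given calcium and 100% = 1 mM EGTA wells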
# APOBEC3G inh: APOBEC3G (human) deaminase inhibition; AID 493012; actives 0.28% (n = 330,000); Q9HC16; inhibition, % at 20 µM; recombinant A3G, ssDNA deamination FAM/TAMRA fluorescence;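 active = inhibition of at least 40% at 20 µM, with no more than 30% in the related APOBEC3A deaminase screen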;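 note: plate controls were DMSO wells with A3G for no effect and wells lacking A3G enzyme for full effect; some compounds called inactive have numbers as strong as hits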
# hIAP inh: blocks human intestinal alkaline phosphatase; inhibition, % at 10 µM; AID 2544; actives 0.12% (n = 330,000); P09923; purified IAP, CDP-Star luminescence, 30 min;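 active = inhibition reaching a set limit with compound at 10 µM in the primary screen, cut at about 35% in these data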;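 note: plate controls were DMSO wells with enzyme for no effect and no-enzyme buffer wells for full effect; values of inactives mirror those of a sister screen read the other way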
# MIN6 prolif: induces beta-cell replication in MIN6 cells | MIN6 cells proliferation, ATPlite luminescence, 48 h; cells starved in 0.2% serum; 100% = growth in 10% serum | proliferation, % at 10 µM | actives 0.29% (n = 330,000);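 active = compounds whose signal lies at least 3.5 SD above the mean of all wells on their plate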;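 note: 0% = DMSO-treated cells in low-serum medium and 100% = 10% serum control; some compounds called inactive have numbers as strong as hits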
# mIAP activ: mouse IAP activation. activation factor at 10 µM. actives 0.24% (n = 330,000). muIAP, CDP-Star luminescence, 30 min; hits give high values; 1 = vehicle-only enzyme signal, 0 = enzyme-free wells;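 active = activation factor of at least 2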; note: the source names both 10 and 20 µM as test concentration; values of inactives mirror those of a sister screen read the other way
#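 also added = chemiluminescent substrate CDP-Star | test system = mouse IAP enzyme | signal = chemiluminescence readout | compound = DMSO-dissolved test compounds | incubation = 30 min at room temperature | benchmarks = DMSO wells, no-enzyme wells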
# Starred values were filed as active, the others as inactive; · = no result given.
# Start of the data: the first 12 records, ahead of the listing:
entry	Compound	APOBEC3A inh	ATG4B inhibitor	mIAP inh	hIAP activ	MPTP block	APOBEC3G inh	hIAP inh	MIN6 prolif	mIAP activ
1	Cc1cc2oc(=O)cc(CNc3ccccc3F)c2cc1O	-1	1	1	0.8	1.6	-6	20	0	0.99
2	C=C(CC)C(=O)c1ccc(OCC(=O)O)c(Cl)c1Cl	-4	-3	9	0.94	15	-9	6	-8	0.91
3	CCCn1cc(C(=O)N(C)C2CCCN(Cc3ccccc3F)C2)c(C)n1 (centres undefined)	-5	-2	-3	0.96	-1.7	-7	4	-4	1
4	Cc1ccc(C)c(SCC(=O)OCC(=O)NCCNC(=O)COC(=O)CSc2cc(C)ccc2C)c1	2	-17	-2	1	-0.1	2	-2	0	1
5	COc1ccc(OCCn2c(=N)n(CCO)c3ccccc32)cc1	2	-8	1	0.86	3.4	0	14	-1	0.99
6	COc1cc(OC)cc(C(=O)NCc2ccc3c(c2)cc(C)n3C)c1	-1	-2	6	0.86	1.4	-9	14	-1	0.94
7	C=CCOC(=O)C1=C(C)NC(=O)NC1c1cc(Cl)cc(Cl)c1OC (centres undefined)	-2	-6	-1	1.2	1.1	-5	-22	-1	1
8	CN1C(=O)c2ccc(C(=O)Nc3ccc4c(c3)OCO4)cc2C1=O	1	-5	-4	1.1	-1.6	-6	-8	-4	1
9	O=C(CN1CCCCC1)Nc1cccc(Br)c1	-2	-9	1	1.1	1.6	-5	-6	0	0.99
10	COc1ccc(/C=C/C(=O)NC(=S)NNC(=O)c2cc(OC)c(OC)c(OC)c2)cc1	-4	-3	0	1.3	-2.9	-2	-30	1	1
11	CCOC(=O)c1csc(NNC=O)n1	-3	-9	18	1.4	0.5	-4	-43	-3	0.82
12	O=C(CSc1nnc(CNc2ccc(Cl)cc2)o1)Nc1nc2c(s1)CCCC2	-5	4	7	1	25	-6	-3	-4	0.93

# The list itself, repeating the preview:
entry	Compound	APOBEC3A inh	ATG4B inhibitor	mIAP inh	hIAP activ	MPTP block	APOBEC3G inh	hIAP inh	MIN6 prolif	mIAP activ
1	Cc1cc2oc(=O)cc(CNc3ccccc3F)c2cc1O	-1	1	1	0.8	1.6	-6	20	0	0.99
2	C=C(CC)C(=O)c1ccc(OCC(=O)O)c(Cl)c1Cl	-4	-3	9	0.94	15	-9	6	-8	0.91
3	CCCn1cc(C(=O)N(C)C2CCCN(Cc3ccccc3F)C2)c(C)n1 (centres undefined)	-5	-2	-3	0.96	-1.7	-7	4	-4	1
4	Cc1ccc(C)c(SCC(=O)OCC(=O)NCCNC(=O)COC(=O)CSc2cc(C)ccc2C)c1	2	-17	-2	1	-0.1	2	-2	0	1
5	COc1ccc(OCCn2c(=N)n(CCO)c3ccccc32)cc1	2	-8	1	0.86	3.4	0	14	-1	0.99
6	COc1cc(OC)cc(C(=O)NCc2ccc3c(c2)cc(C)n3C)c1	-1	-2	6	0.86	1.4	-9	14	-1	0.94
7	C=CCOC(=O)C1=C(C)NC(=O)NC1c1cc(Cl)cc(Cl)c1OC (centres undefined)	-2	-6	-1	1.2	1.1	-5	-22	-1	1
8	CN1C(=O)c2ccc(C(=O)Nc3ccc4c(c3)OCO4)cc2C1=O	1	-5	-4	1.1	-1.6	-6	-8	-4	1
9	O=C(CN1CCCCC1)Nc1cccc(Br)c1	-2	-9	1	1.1	1.6	-5	-6	0	0.99
10	COc1ccc(/C=C/C(=O)NC(=S)NNC(=O)c2cc(OC)c(OC)c(OC)c2)cc1	-4	-3	0	1.3	-2.9	-2	-30	1	1
11	CCOC(=O)c1csc(NNC=O)n1	-3	-9	18	1.4	0.5	-4	-43	-3	0.82
12	O=C(CSc1nnc(CNc2ccc(Cl)cc2)o1)Nc1nc2c(s1)CCCC2	-5	4	7	1	25	-6	-3	-4	0.93
13	Cc1cc(C)c(OCC(=O)Nc2ccccc2N2CCOCC2)c(C)c1	-5	20	-8	1.1	0.1	-4	-6	-3	1.1
14	C/C=C(/C)C(=O)O[C@@H]1[C@H](OC(C)=O)c2c(ccc3ccc(=O)oc23)OC1(C)C	-3	2	7	0.91	0.7	-10	9	3	0.93
15	CN(C)C1=NCCN1CC1CCCCCC1	-4	-1	9	0.88	-0.2	-9	12	1	0.91
16	CN(CCNC(=O)CN1C(=O)CSc2ccc(S(=O)(=O)N3CCCC3)cc21)Cc1ccccc1	1	-7	-2	0.95	3.0	1	5	-4	1
17	Cc1ccc(C)c(NC(CC(=O)c2ccccc2)C(=O)OCC(=O)c2cccs2)c1 (centres undefined)	-1	4	6	0.98	-1.2	-2	2	-5	0.94
18	CCc1noc(C)c1C(=O)OCC(=O)Nc1cccc(C)c1	0	-4	6	1.1	0.6	0	-9	3	0.94
19	CN(C)CC(O)COc1ccc(-c2ccc(C#N)cc2)cc1 (centres undefined)	-2	·	-9	1.1	·	3	-7	-3	1.1
20	O=C(/C=C/c1ccc2c(c1)OCCO2)N1CCN(c2ccc(F)cc2)CC1	1	-11	-6	0.78	2.9	2	22	-3	1.1
21	CC(C)N1C(=O)CCC1C(=O)N1CCN(c2ccc(F)cc2)CC1 (centres undefined)	-1	-7	-9	0.95	0.8	-8	5	-1	1.1
22	CCOc1cc(C2c3c(oc4cc(C)c(Cl)cc4c3=O)C(=O)N2Cc2ccco2)ccc1O (centres undefined)	1	-12	5	0.89	0.5	6	11	-6	0.95
23	O=C(Nc1ccc(NC(=O)c2ccco2)nc1)c1cccnc1	7	-12	-10	1	1.3	3	-3	-4	1.1
24	Cn1c(=O)c2cnc(-c3ccc(C(F)(F)F)cc3)nc2n(C)c1=O	-1	-2	-10	1.1	2.0	-4	-10	1	1.1
25	CC1=C(C(=O)OCc2ccccc2)C(c2ccccc2Br)NC(=O)N1 (centres undefined)	-2	-16	8	1	2.9	1	-1	-3	0.92
26	O=C(CCCC(=O)N1CCCc2ccccc21)N1CCCc2ccccc21	1	2	8	1.1	9.4	-3	-5	-3	0.92
27	CCN(C(=O)CSc1nnc(-c2ccco2)n1Cc1ccccc1)C1CCS(=O)(=O)C1 (centres undefined)	0	0	0	1	-1.1	-3	-3	-1	1
28	O=C1CCCC/C1=C/Nc1ccc(S(=O)(=O)Nc2ncccn2)cc1	-5	8	1	1.2	-4.5	-6	-18	4	0.99
29	COc1nccc(C(F)(F)F)c1C(=O)NC(=O)Nc1c(C)cccc1C	0	-4	-4	1.9	-2.0	-4	-87	1	1
30	Cc1cc(Cl)ccc1OCCCC(=O)N1CCCCC1	-1	-1	5	1.2	-0.8	-5	-21	-2	0.95
31	COC(=O)CC1C(=O)NCCN1C(=S)NC(=O)C(c1ccccc1)c1ccccc1 (centres undefined)	-2	6	-4	1	-0.7	-6	-3	-2	1
32	O=c1[nH]cnc2sc3c(c12)CCCCC3	10	-1	14	1	0.2	-2	-5	1	0.86
33	CCOc1ccc(C(CC(=O)O)NC(=O)c2ccco2)cc1OC (centres undefined)	-4	0	5	0.97	-2.0	-3	3	-2	0.95
34	CCN1CCc2nc(NC(=O)c3ccccc3)sc2C1	0	-7	1	0.86	-3.5	3	14	-3	0.99
35	COc1ccc(N2CCN(C(=O)Nc3ccccc3C)CC2)cc1	0	2	-5	1	1.3	-1	-4	5	1.1
36	CC(C)(C)c1ccc(CN2C3=NCCCN3c3ccccc32)cc1	2	3	-4	1	14	-4	-3	-6	1
37	CC(C)C1Oc2ccccc2N(CC(=O)NCCCN2C(C)CCCC2C)C1=O (centres undefined)	3	2	6	0.99	0.0	1	1	3	0.94
38	CN(C/C=C/c1ccccc1)Cc1cccc2ccccc12	-4	5	-3	1.1	50	-3	-13	-6	1
39	O=C(Nc1ccc2c(c1)OCO2)c1cc(-c2cccnc2)nc2ccccc12	-2	-12	0	1	0.7	-7	-3	-2	1
40	CCOC(=O)c1cc2c(=O)n3ccccc3nc2n(CC(C)C)c1=NC(=O)c1ccco1	0	-11	8	1.2	-0.4	-4	-22	-2	0.92
41	CCOc1ccc(C(=O)OCC(=O)NCCNC(=O)COC(=O)c2ccc(OCC)cc2)cc1	-2	-2	10	0.98	1.1	-6	2	-1	0.91
42	COc1ccnc(CSC(N)=Nc2ccccc2C(F)(F)F)c1	-3	12	0	0.99	-5.0	-6	1	0	1
43	Cc1ccc(C(=O)c2cc([N+](=O)[O-])ccc2N2CC(C)OC(C)C2)cc1 (centres undefined)	-2	4	11	0.91	2.6	-4	9	3	0.89
44	O=C(Cn1nnc2ccccc21)c1ccc(Cl)cc1	-5	-3	-1	1.1	1.4	-4	-12	-2	1
45	O=C(Nc1cc(Cl)ccc1O)C1CCCO1 (centres undefined)	-2	-1	6	1.1	0.9	-4	-8	1	0.94
46	Cc1ccc(S(=O)(=O)N(C)C)cc1NC(=O)COC(=O)C1CCN(S(=O)(=O)c2cccs2)CC1	0	-13	-4	0.94	-1.6	-8	6	2	1
47	Cc1cccc(Nc2nnc(SCC(=O)c3ccc(O)cc3O)s2)c1	5	8	-1	1.1	1.3	-1	-7	1	1
48	O=C(CCSc1ccccc1)NCCSCc1ccccc1	1	1	-6	1	2.9	-3	-1	-2	1.1
49	Cc1ccc(NC(=O)CN(C)C(=O)c2ccc(S(=O)(=O)N(C)c3ccccc3)cc2)cc1	33	-5	10	1.1	-0.3	5	-9	-2	0.9
50	Cc1ccc(C(=O)OCN2C(=O)c3ccccc3C2=O)o1	-3	3	-4	1.2	0.6	-8	-20	3	1
51	CCCCNS(=O)(=O)c1ccc(NC(=O)C2CCCO2)cc1 (centres undefined)	-2	-8	14	1	-0.9	-1	-4	-1	0.86
52	CCCC(=O)Nc1nc2ccc(OC)cc2s1	0	5	4	0.86	0.4	1	14	-1	0.96
53	CCc1sc(C(=O)N2CCN(c3ccc(F)cc3)CC2)cc1C	3	4	2	0.88	-2.2	-1	12	0	0.97
54	O=C(CCCCCN1C(=O)CCC1=O)Nc1ccc2c(c1)OCO2	-5	-3	-7	1.4	-4.5	-7	-36	-1	1.1
55	Cc1ccc(NNS(=O)(=O)c2ccc(C)cc2)cc1	-2	7	2	1.2	-1.7	69*	-22	2	0.97
56	O=C(OCc1cc2ccccc2[nH]c1=O)c1ccccc1	-1	1	0	0.92	-2.3	-3	8	-5	1
57	O=c1[nH]c(SCCN2CCOCC2)nc(O)c1-c1ccccc1	-4	2	-2	1.1	0.2	-2	-8	-1	1
58	CCOC(=O)C1(Cc2ccccc2)CCN(Cc2cccn2-c2nccs2)CC1	-5	4	10	0.85	3.9	-10	15	0	0.9
59	COc1ccccc1N(CC(=O)Nc1c(C)cccc1C)S(C)(=O)=O	-2	-11	-3	1.3	-0.4	-7	-26	-1	1
60	Cc1sc2ncnc(NC3CCN(Cc4ccccc4)CC3)c2c1C	3	9	7	1.2	91*	-1	-15	-6	0.93
61	CNC(=S)N/N=C/c1ccc2c(c1)OCCO2	2	0	-14	1	0.4	1	-1	2	1.1
62	COc1ccc(/C=C/C(=O)Nc2ccc(OC)cc2[N+](=O)[O-])cc1	-3	1	4	0.86	1.3	-9	14	-2	0.96

# This is a random part of the collection (roughly 3.3% active in at least one column).
